IL1B secr inh = inhibitors of inflammasome signaling (IL-1 beta secretion) | THP-1 LPS/ATP IL-1B secretion, AlphaLISA, 16 h; active compounds read low | activity change, % at 57.5 µM | 4.7% of 360,000 active | AID 743279; in the data active means activity change below about -50%; inconclusive means mostly about -30% to -49%; further: on the % scale 0 is the no-effect control and ±100 the full control effect
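THP-1 cells pretreated 1 hr with compounds (up to 57.5 uM final), then stimulated with LPS (250 ng/mL final) plus ATP (1.25 mM final); secreted IL-1B measured by AlphaLISA after 16 hr, decreased signal indicating inhibition.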
SW480 rerep = inducers of DNA re-replication in SW480 colon cancer cells; SW480 DNA re-replication, Hoechst DNA content imaging, 48 h; Potency, µM (highest dose often 46.1 µM), for the others: at the top dose re-replication activation, actives largely listed as activators; 1.8% of 340,000 active; AID 624297; further: potency means the concentration at half of the fitted maximal effect; % of control where 0% means no effect; nearly all actives have a fitted effect of over 55% in size
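DNA re-replication was detected as more nuclei of elevated Hoechst intensity after 48 hr exposure to compound (23 nL pinned per well of 250 cells).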
HT1080-NT tox = kills 2HG-producing HT-1080-NT fibrosarcoma cells; Potency, µM (top dose mostly 46.1 µM), without a hit: top-dose activity, negative = less viability, most hits filed as cytotoxic; 1.6% of 360,000 active; HT-1080-NT fibrosarcoma viability, CellTiter-Glo ATP luminescence, 48 h;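 further: NT is the 2HG producing partner of a matched IDH1 knockdown line; potency means the concentration at half of the fitted maximal effect; 0% = DMSO-treated cells and -100% = media-only wells without cells; nearly all actives have a fitted effect of over 55% in size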
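Luminescent CellTiter-Glo readout after 48 hours of compound exposure at 37 degrees C defined viability of HT-1080-NT cells. Activity was normalized to DMSO wells and cell-free media wells; concentration-response curves were fitted and assigned curve classes.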
D3 ag = activates the human D3 dopamine receptor | P35462 | D3R DiscoveRx beta-arrestin cells, luminescence, 90 min | max activation, % | 0.58% of 410,000 active; in the data active means max activation above about 30%; further: 0% is about no effect; mostly tested at two doses, the higher about 12 µM
Target sequence (P35462 whole entry, looked up): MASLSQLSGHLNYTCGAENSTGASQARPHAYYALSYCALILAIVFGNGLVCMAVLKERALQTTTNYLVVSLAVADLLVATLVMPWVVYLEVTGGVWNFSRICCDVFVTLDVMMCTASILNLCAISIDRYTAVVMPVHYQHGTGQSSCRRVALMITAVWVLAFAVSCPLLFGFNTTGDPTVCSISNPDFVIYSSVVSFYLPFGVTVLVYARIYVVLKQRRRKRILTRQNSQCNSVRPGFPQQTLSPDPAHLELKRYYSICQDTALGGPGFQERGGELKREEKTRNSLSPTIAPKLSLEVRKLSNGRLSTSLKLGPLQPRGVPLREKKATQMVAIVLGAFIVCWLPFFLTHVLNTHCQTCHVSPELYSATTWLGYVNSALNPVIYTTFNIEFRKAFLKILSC
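Cells at 1500/well, incubated overnight, then treated with pinned compounds (dopamine as control) for 90 min at 37 degrees C. DiscoveRx reagent added for 30 - 60 minutes at room temperature; luminescence read.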
MCF10A rerep = inducers of DNA re-replication in MCF 10A breast cells; Potency, µM (doses to about 46.1 µM), for inactives: at the top dose activity, positive = re-replication, usual class: activators; AID 624296; 2.9% of 350,000 active; MCF 10A DNA re-replication, Hoechst nuclear intensity, 48 h; further: potency means the concentration at half of the fitted maximal effect; % of control where 0% means no effect; nearly all actives have a fitted effect of over 50% in size
HT1080 IDH1KD tx = toxicity to HT-1080 IDH1 knockdown cells (counter line) | Potency, µM (doses to about 46.1 µM), for inactives: top-dose activity, negative = toxicity, usual class: cytotoxic | HT-1080 IDH1 knockdown viability, ATP luminescence, 48 h | 2% of 360,000 active;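 further: potency means the concentration at half of the fitted maximal effect; 0% = DMSO wells and -100% = cell-free medium wells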
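% activity derives from luminescence (CellTiter-Glo), normalised to DMSO and no-cell wells. HT-1080-IDH1KD cells, 750/well, had 48 h compound exposure at 37 °C.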
KB-3-1 cytotox = kills parental KB-3-1 adenocarcinoma cells; KB-3-1 viability, CellTiter-Glo ATP luminescence, 72 h; 1.4% of 400,000 active; AID 1347075; Potency, µM (highest dose often 46.1 µM), inactives show top-dose activity change, negative = cytotoxic, usual class: cytotoxic; further: potency means the concentration at half of the fitted maximal effect; on the % scale 0 is the no-effect control and ±100 the full control effect; nearly all actives have a fitted effect of over 60% in size
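Screening of KB-3-1 cells (DMEM, 10% FBS, phenol-red free) ran from lowest to highest compound concentration; after 72 h at 37 °C viability was read luminescently and curves fitted.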
HEK293 tox = cytotoxic in the GLP-1 receptor inverse agonist counter-screen | HEK293 cAMP-luciferase reporter cells, luminescence, 24 h | Potency, µM (series often up to 38.3 µM), for the others: top-dose activity change, negative = inhibition, most hits filed as inhibitors | 0.13% of 410,000 active;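 further: loss of luciferase light is scored as toxicity; potency means the concentration at half of the fitted maximal effect; on the % scale 0 is the no-effect control and ±100 the full control effect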
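Here, cytotoxicity is scored as loss of luminescence. The MLSMR collection was tested on cells seeded in medium containing 10% Nu serum, with a 24 hr compound exposure preceded by 12 hours of culture.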
KB-V1 MDR tox = kills drug-selected multidrug resistant KB-V1 cells; KB-V1 MDR cells viability, CellTiter-Glo, 72 h; Potency, µM (doses to about 46.1 µM), for the others: at the top dose activity change, negative = cytotoxicity, most hits filed as cytotoxic; 3.4% of 400,000 active; further: potency means the concentration at half of the fitted maximal effect; on the % scale 0 is the no-effect control and ±100 the full control effect; nearly all actives have a fitted effect of over 60% in size
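Drug-selected KB-V1 cells, grown in DMEM lacking phenol red with 10% FBS, receive compound titrations; after three days at 37 degrees C, surviving cell ATP is quantified by CellTiter-Glo luminescence and responses normalized and curve-fitted.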
An asterisk follows results filed as active; ? = inconclusive; . = no result given; [ ] = remark or other dose. Unless noted, the call rests on the fitted dose curve; in most records, active means well fitted curve in the direction sought with a large enough effect; inconclusive means small, poorly fitted or top-dose-only effect, or another doubt; inactive means no such curve, though single readings can be large; an effect the other way counts as inactive or inconclusive. Outcome played no part in choosing rows. About 11% of those tested had a hit in this group.

Codes – A = IL1B secr inh; B = SW480 rerep; C = HT1080-NT tox; D = D3 ag; E = MCF10A rerep; F = HT1080 IDH1KD tx; G = KB-3-1 cytotox; H = HEK293 tox; I = KB-V1 MDR tox
Compound: CC(=O)c1ccc(N(C(=O)c2csnn2)C(C(=O)NC(C)(C)C)c2cccs2)cc1 (stereo not drawn)
  A: -1; B: 2%; C: 2%; D: 1; E: 3%; F: -2%; G: 8%; H: 2%; I: -3%

Compound: NC(=O)c1c(NC(=O)c2cc3ccccc3o2)sc2c1CCC2
  A: -19; B: ?; C: -22%; D: 1; E: ?; F: ?; G: 1%; H: 16%; I: ?

Compound: C=CCNC(=S)NNC(=O)c1ccc(OC(C)C)cc1
  A: -23; B: -10%; C: -3%; D: 1; E: -3%; F: -1%; G: -7%; H: 4%; I: 0%

Compound: O=C(O)CC(NC(=O)C1CCCCC1)c1cc([N+](=O)[O-])ccc1Cl (stereo not drawn)
  A: 48; B: -5%; C: 6%; D: -6; E: -5%; F: -4%; G: 7%; H: -3%; I: 30%

Compound: CS(=O)(=O)N(CCc1ccccc1)CC(=O)Nc1ccc(OCc2ccccc2)cc1
  A: -16; B: ?; C: -21%; D: -1; E: 24%; F: -29%; G: -10%; H: -1%; I: -8%

Compound: CCN(CC)c1ccc2c(c1)OC(N)=C(C#N)C2c1cccnc1 (stereo not drawn)
  A: -101*; B: 0.18µM*; C: ?; D: 4; E: ?; F: 0.23µM*; G: 0.041µM*; H: 135%[activator]; I: 0.29µM*

Compound: Cc1cccc(C(O)c2ncc(-c3cccc(C(F)(F)F)c3)[nH]2)c1C (stereo not drawn)
  A: -12; B: .; C: -24%; D: 0; E: .; F: ?; G: 0%; H: 2%; I: 3%

Compound: O=C(c1cc(Cl)cc(Cl)c1)N1CCC2CC1c1cc(-c3ccc4c(c3)OCO4)ccc12 (stereo not drawn)
  A: 25; B: -60%[inhibitor]; C: 5%; D: 8; E: -13%; F: 6%; G: 0%; H: 2%; I: 0%

Compound: COC(=O)c1ccccc1NC(=O)c1cnn2c(C(F)F)cc(C3CC3)nc12
  A: -9; B: 7%; C: ?; D: 2; E: ?; F: ?; G: 7%; H: 80%[activator]; I: -12%

Compound: COc1ccc2c(c1)c1c(c(=O)n(Cc3ccccc3)c(=O)n1CC(=O)Nc1cc(C)cc(C)c1)n2C
  A: .; B: .; C: .; D: 2; E: .; F: .; G: 10%; H: 0%; I: 0%

Compound: O=C(Nc1cccc(Br)c1)c1ccc2nc(N3C(=O)CCC3=O)sc2c1
  A: -4; B: 4%; C: 1%; D: -3; E: 55%[0.0737 µM]; F: 1%; G: 1%; H: -22%; I: 19%

Compound: Cc1cccc(N2C(=O)CSC23C(=O)N(Cc2cccc(F)c2)c2ccccc23)c1 (stereo not drawn)
  A: .; B: .; C: .; D: -12; E: .; F: .; G: ?; H: -3%; I: 15µM*

Compound: CCCC1(c2ccccc2)NC(=O)N(CC(=O)Nc2cc(C)ccc2OC)C1=O (stereo not drawn)
  A: -9; B: -25%; C: -14%; D: -9; E: 10%; F: -9%; G: -10%; H: ?; I: 2%

Compound: C=CCNC(=O)c1ccc(-c2nc(-c3ccc(Cl)c(Cl)c3)cs2)cc1
  A: -10; B: -4%; C: 12%; D: 1; E: 14%; F: 8%; G: -10%; H: -10%; I: -15%

Compound: COc1ccc(C(c2c(NC(=O)c3ccco3)sc(C)c2C)N2CCOCC2)cc1OC (stereo not drawn)
  A: -10; B: -15%; C: -1%; D: -3; E: -1%; F: -3%; G: 0%; H: -2%; I: -21%

Compound: Cn1c(CNC(=O)c2ccco2)nnc1SCC(=O)Nc1cccc(Br)c1
  A: 11; B: 2%; C: -1%; D: -5; E: 0%; F: 0%; G: -1%; H: 1%; I: 9%

Compound: Fc1ccc(Nc2ncnc3onc(-c4ccc(Cl)cc4)c23)cc1Cl
  A: .; B: .; C: .; D: 13; E: .; F: .; G: -23%; H: 3%; I: -20%

Compound: CSc1ncc(C(C)=O)c(C)n1
  A: -1; B: -14%; C: 1%; D: 3; E: 1%; F: 2%; G: 4%; H: -1%; I: 13%

Compound: CC(C)CCn1c(CN2CC(C)OC(C)C2)nc2c1c(=O)n(C)c(=O)n2C (stereo not drawn)
  A: 2; B: -25%; C: 15%; D: 3; E: -1%; F: 4%; G: 10%; H: -10%; I: 0%

Compound: CCOc1ccc(CNCc2c(C(=O)O)n(Cc3ccccc3F)c3cc(OC)ccc23)cc1
  A: .; B: .; C: .; D: -14; E: .; F: .; G: -31%; H: -1%; I: 16%

Compound: O=C(CSc1nc2ccccc2o1)Nc1nncs1
  A: 5; B: -7%; C: 14%; D: 2; E: -5%; F: 17%; G: 4%; H: -9%; I: 25%

Compound: CCCCC(=O)NC(=S)Nc1cc(C(=O)O)ccc1OC
  A: 0; B: -25%; C: -3%; D: 4; E: -9%; F: 1%; G: 7%; H: -7%; I: 23%

Compound: O=c1c2ccccc2nc(-c2ccc(Br)cc2)n1Cc1ccccc1
  A: 17; B: ?; C: -25%; D: 12; E: -7%; F: 16%; G: 5%; H: -29%; I: 0%

Compound: CC(C)(C)OC(=O)N1CCC(c2c(C(=O)N3CCN(c4ccccc4F)CC3)cnn2C(C)(C)C)CC1
  A: .; B: .; C: .; D: 5; E: .; F: .; G: 7%; H: -1%; I: 6%

Compound: Cc1ccc(-c2ccnc(-c3ccc(O)cc3)n2)cc1
  A: -15; B: 7%; C: 6%; D: 2; E: -1%; F: 1%; G: -4%; H: -4%[7.66 µM]; I: ?

Compound: COc1ccc(OCC(=O)C2CC2)c(C#N)c1
  A: 2; B: 15%; C: -2%; D: -11; E: 1%; F: -4%; G: -1%; H: -12%; I: 1%

Compound: Cc1cc(C)cc(Oc2nc3ccccn3c(=O)c2/C=C(\C#N)C(=O)NC2CCS(=O)(=O)C2)c1 (stereo not drawn)
  A: 12; B: 10%; C: -29%; D: 27; E: -7%; F: ?; G: -21%; H: 252%[activator]; I: -16%

Compound: CCC(C)S(=O)(=O)c1snnc1C (stereo not drawn)
  A: 2; B: 6%; C: 20%; D: -2; E: -3%; F: 21%; G: -16%; H: -13%; I: 4%

Compound: Cc1c(Cl)cccc1-n1ccnc1SCC(=O)O
  A: 15; B: 2%; C: 0%; D: -4; E: 2%; F: -3%; G: -3%; H: 5%; I: 15%

Compound: CC(C)(C)C(=O)Cn1ncc(N2CCCC2)c(Br)c1=O
  A: 8; B: -1%; C: 3%; D: 4; E: 2%; F: 3%; G: 9%; H: 2%; I: -1%

Compound: CC(C)CCC1=NN(C(=O)c2ccco2)C(O)(C(F)(F)F)C1 (stereo not drawn)
  A: 26; B: 8%; C: -3%; D: 15; E: 4%; F: -8%; G: 4%; H: ?; I: 16%

Compound: COc1ccc(-c2noc(-c3ccccc3-c3ccccc3)n2)cc1OC
  A: 19; B: -1%; C: -3%; D: 9; E: 24%; F: -3%; G: -11%; H: 8%; I: ?

Compound: CC(C)(C)c1ccc(S(=O)(=O)N2CCN(C(=O)c3ccc4c(c3)C(=O)N(Cc3ccncc3)C4=O)CC2)cc1
  A: 5; B: 4%; C: -4%; D: 0; E: 8%; F: -3%; G: -10%; H: 12%; I: 0%

Compound: CN(C)c1ccc(C(=O)NCc2ccc3c(c2)CCN3C(=O)c2ccccc2)cc1
  A: .; B: .; C: .; D: 1; E: .; F: .; G: -5%; H: 4%; I: -15%

Compound: O=C(Nc1ccc2c(c1)OCCO2)C(c1ccccc1F)n1c(=O)c(-c2cc3ccccc3[nH]2)nc2ccccc21 (stereo not drawn)
  A: -8; B: .; C: ?; D: 6; E: .; F: ?; G: -17%; H: 476%[activator]; I: -9%

Compound: O=C(c1ccccc1)c1cc(Cl)ccc1N1C(=O)C=CC1=O
  A: -80*; B: 18µM*; C: 18µM*; D: -28; E: ?; F: 23µM*; G: -19%; H: ?; I: 0%

Compound: O=C(NC1CC1)C1=C[C@H](c2csc3ccccc23)C[C@H](OCCCCO)O1
  A: -7; B: 25%; C: -5%; D: 1; E: ?; F: -3%; G: 0%; H: -3%; I: -13%

Compound: COc1cc(Cl)c(C)cc1Nc1nc2ccccc2nc1NS(=O)(=O)c1ccccc1
  A: .; B: .; C: .; D: -3; E: .; F: .; G: -2%; H: 11%; I: -4%

Compound: CCOC(=O)CC(=O)Nc1cc2ccc(OC)c(OC)c2cc1C(=O)OCC
  A: -26; B: .; C: 11%; D: 1; E: .; F: 7%; G: 19%; H: 7%; I: -27%

Compound: C=CCNC(=O)CSc1nc2ccccc2c(=O)n1CCc1ccc(OC)c(OC)c1
  A: -17; B: -20%; C: 3%; D: -8; E: 11%; F: -1%; G: 1%; H: -10%; I: ?

Compound: O=C(CN1C(=O)c2cccnc2Sc2ccccc21)Nc1cc(F)ccc1F
  A: .; B: .; C: .; D: 0; E: .; F: .; G: 6%; H: -7%; I: -5%

Compound: Cc1nc(-c2ccc(S(=O)(=O)N3CCOCC3)cc2)cs1
  A: -8; B: -5%; C: 18%; D: 11; E: 0%; F: 10%; G: 10%; H: 6%; I: -8%

Compound: COc1cc(CNn2cnnc2)ccc1OCC(=O)NC(C)(C)C
  A: -8; B: -6%; C: -4%; D: -11; E: -2%; F: 0%; G: -1%; H: 0%; I: -13%

Rewritten with tabs: five of the compounds above.
SMILES	IL1B secr inh	SW480 rerep	HT1080-NT tox	D3 ag	MCF10A rerep	HT1080 IDH1KD tx	KB-3-1 cytotox	HEK293 tox	KB-V1 MDR tox
O=C(c1ccccc1)c1cc(Cl)ccc1N1C(=O)C=CC1=O	-80*	18µM*	18µM*	-28	?	23µM*	-19%	?	0%
O=C(NC1CC1)C1=C[C@H](c2csc3ccccc23)C[C@H](OCCCCO)O1	-7	25%	-5%	1	?	-3%	0%	-3%	-13%
COc1cc(Cl)c(C)cc1Nc1nc2ccccc2nc1NS(=O)(=O)c1ccccc1	.	.	.	-3	.	.	-2%	11%	-4%
CCOC(=O)CC(=O)Nc1cc2ccc(OC)c(OC)c2cc1C(=O)OCC	-26	.	11%	1	.	7%	19%	7%	-27%
C=CCNC(=O)CSc1nc2ccccc2c(=O)n1CCc1ccc(OC)c(OC)c1	-17	-20%	3%	-8	11%	-1%	1%	-10%	?
